Bioassay records as filed in PubChem.
mIDH1 inhibitor = qHTS for Inhibitors of mutant isocitrate dehydrogenase 1 (IDH1): qHTS. Isocitrate dehydrogenase [NADP] cytoplasmic (Homo sapiens), O75874. IDH1-R132H enzyme, NADPH consumption, diaphorase/resazurin fluorescence. hit rate 0.093% among 390,000. Potency, µM (series often up to 76.6 µM), for inactives: at the highest dose activity change, negative = inhibition, usual class: inhibitors; also: % is scaled to controls: 0 for no effect and ±100 for the full control effect; nearly all actives have a fitted effect of over 65% in size
Target sequence (O75874 whole entry R132H, stated change not applied): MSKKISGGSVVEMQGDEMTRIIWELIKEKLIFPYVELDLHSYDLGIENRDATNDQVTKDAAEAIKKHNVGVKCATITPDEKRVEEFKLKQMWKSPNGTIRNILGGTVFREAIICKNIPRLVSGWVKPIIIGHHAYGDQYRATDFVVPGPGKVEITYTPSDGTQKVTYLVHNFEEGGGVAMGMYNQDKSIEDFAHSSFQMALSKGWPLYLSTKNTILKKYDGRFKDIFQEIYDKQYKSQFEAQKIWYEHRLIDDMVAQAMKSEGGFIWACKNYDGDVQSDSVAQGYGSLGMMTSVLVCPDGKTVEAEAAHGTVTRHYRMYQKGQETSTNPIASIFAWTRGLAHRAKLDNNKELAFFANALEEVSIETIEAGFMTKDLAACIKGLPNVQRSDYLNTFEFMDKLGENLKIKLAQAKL
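IDH1-R132H (0.5 ug/mL) preincubated 30 min with compound, then NADPH (0.016 mM) and alpha-KG (2 mM) added; 80 min at RT, pH 7.5. Remaining NADPH coupled via diaphorase/resazurin to fluorescence (540/590 nm); concentration-response curves normalized to no-enzyme control.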
RGS4 inh = Inhibitors of Regulator of G Protein Signaling (RGS) 4: qHTS; Regulator of G-protein signaling 4 (Homo sapiens), P49798; Transcreener GDP fluorescence polarization, RGS4-accelerated GTP hydrolysis; Potency, µM (top dose mostly 114 µM), for inactives: at the highest dose activity change, negative = inhibition, most hits filed as inhibitors; hit rate 0.039% among 390,000; also: % is scaled to controls: 0 for no effect and ±100 for the full control effect; nearly all actives have a fitted effect of over 75% in size; some results filed as inactive show a strong effect at the top dose
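MLSMR compounds (23 nl, pin-transferred) preincubated 10 min at room temperature with a 500nM (2x) first reagent, then RGS4 at 900nM (2x) plus Transcreener GDP mix added; fluorescence polarization (620/688 nm) read before and after 90 min at 30 °C.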
USP1 inh = Inhibitors of USP1/UAF1: Primary Screen; Potency, µM (highest dose often 57.1 µM), inactives show at the top dose activity change, negative = inhibition, actives largely listed as inhibitors; Ubiquitin carboxyl-terminal hydrolase 1 (Homo sapiens), O94782; AID 743255, 2014; recombinant USP1/UAF1, Ub-Rhodamine cleavage fluorescence; hit rate 0.23% among 390,000; also: % is scaled to controls: 0 for no effect and ±100 for the full control effect; nearly all actives have a fitted effect of over 60% in size; inactives centre near -12
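High-throughput fluorogenic screen: 1nM USP1/UAF1 complex, Ub-Rho substrate 150nM final, 50mM HEPES pH 7.8 with 0.5mM EDTA, 0.1 mg/ml BSA, 1mM TCEP and 0.01% Tween-20.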
Vif-APOBEC3G blk = qHTS for Inhibitors of Vif-A3G Interactions: qHTS; DNA dC->dU-editing enzyme APOBEC-3G (Homo sapiens), Q9HC16; HeLa A3G-eYFP + Vif (tagged APOBEC3G with the HIV-1 protein that degrades it), YFP fluorescence, overnight; Potency, µM (doses to about 46.1 µM), for inactives: at the highest dose activity, negative = active, hits mostly inhibitors; hit rate 0.076% among 410,000;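 also: % is scaled to controls: 0 for no effect and ±100 for the full control effect; nearly all actives have a fitted effect of over 60% in size; hits raise eYFP signal because A3G escapes Vif-driven loss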
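Read-out is eYFP fluorescence (Ex 488/Em 500-530) from Vif-expressing HeLa A3G-eYFP cells; more signal means A3G escaped Vif-mediated degradation. Cells plated overnight, compound pinned in, incubated overnight at 37 deg C.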
RXFP1 agonist = qHTS Assay for Agonists of the Relaxin Receptor RXFP1. HEK293T-RXFP1 cAMP TR-FRET, 30 min; response scale: percent of porcine relaxin response, buffer zero. Potency, µM (top dose mostly 57.5 µM), for the others: top-dose activation, hits mostly activators. hit rate 0.3% among 370,000. AID 2676, 2010; also: % is scaled to controls: 0 for no effect and ±100 for the full control effect; nearly all actives have a fitted effect of over 60% in size; many of its hits are not listed in these tables
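HEK293 cells stably expressing RXFP1, treated 30 min at 37C with compounds plus PDE4 inhibitor Ro 20174; cAMP measured by HTRF TR-FRET. Normalized to buffer and 29 nM porcine relaxin; EC50 by Hill fit.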
TrxR1 substrate = qHTS Assay for Substrates of Mammalian Selenoprotein Thioredoxin Reductase 1 (TrxR1): qHTS | purified TrxR1 substrate turnover, NADPH consumption readout | Potency, µM (top dose mostly 114 µM), for inactives: top-dose activity change, negative = substrate turnover | hit rate 0.01% among 390,000 | AID 588456, 2011; also: % is scaled to controls: 0 for no effect and ±100 for the full control effect; nearly all actives have a fitted effect of over 50% in size
Target sequence (O89049 whole entry, looked up): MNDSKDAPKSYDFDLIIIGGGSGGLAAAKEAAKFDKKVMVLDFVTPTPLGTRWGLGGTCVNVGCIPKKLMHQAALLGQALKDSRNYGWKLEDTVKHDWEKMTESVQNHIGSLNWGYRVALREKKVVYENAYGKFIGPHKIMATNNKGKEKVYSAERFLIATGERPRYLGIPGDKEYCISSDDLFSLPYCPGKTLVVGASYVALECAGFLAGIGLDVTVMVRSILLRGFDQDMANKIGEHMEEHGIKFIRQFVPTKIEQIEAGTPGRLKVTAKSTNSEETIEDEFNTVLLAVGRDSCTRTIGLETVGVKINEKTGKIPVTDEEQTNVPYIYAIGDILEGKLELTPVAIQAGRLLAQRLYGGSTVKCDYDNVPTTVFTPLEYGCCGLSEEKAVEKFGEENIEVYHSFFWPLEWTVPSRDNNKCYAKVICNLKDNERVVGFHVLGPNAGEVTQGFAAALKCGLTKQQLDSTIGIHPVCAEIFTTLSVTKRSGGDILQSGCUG
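Rat TrxR1, dispensed at 90 nM, was prereduced with 400 uM NADPH (final) for 5 min at ~22 deg C, then incubated with compound 15 min before 400 uM selenite. A first-read NADPH fluorescence drop versus no-compound background flagged substrates.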
Vif-A3F inh = qHTS for Inhibitors of Vif-A3F Interactions: qHTS. HeLa A3F-eYFP + Vif (tagged APOBEC3F with the HIV-1 protein that degrades it), YFP fluorescence increase. hit rate 0.2% among 390,000. Potency, µM (doses to about 46.1 µM), for inactives: top-dose activity, negative = active; also: % of control where 0% means no effect; nearly all actives have a fitted effect of over 65% in size
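Fluorescence increase (Ex 488/Em 500-530) after overnight compound treatment at 37 deg C flags inhibition of Vif-driven A3F-eYFP loss in stable HeLa A3F-eYFP/Vif cells seeded overnight beforehand.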
12-LOX inh = Primary qHTS assay for inhibitors of human arachidonate 12S-lipoxygenase (ALOX12): Round 2; purified 12hLO, xylenol orange hydroperoxide absorbance; Potency, µM (top dose mostly 108 µM), inactives show top-dose activity change, negative = inhibition, most hits filed as inhibitors; hit rate 1.1% among 580,000; AID 1671190, 2021; also: % is scaled to controls: 0 for no effect and ±100 for the full control effect
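Hydroperoxide product was detected by ferrous iron/xylenol orange as the 573 to 405 nm absorbance ratio. Arachidonic acid at 40 uM (final) was turned over for 30 min at room temperature by 150 nM human 12hLO, pH 7.0 Hepes buffer, after 15 min compound preincubation.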
rTrxR1 inhibitor = qHTS Assay for Inhibitors of Mammalian Selenoprotein Thioredoxin Reductase 1 (TrxR1): qHTS | recombinant rTrxR1, NADPH fluorescence consumption, selenite substrate | hit rate 1% among 390,000 | Thioredoxin reductase 1, cytoplasmic (Rattus norvegicus), O89049 | AID 588453, 2011 | Potency, µM (series often up to 114 µM), without a hit: at the top dose activity change, negative = inhibition, most hits filed as inhibitors; also: % is scaled to controls: 0 for no effect and ±100 for the full control effect; nearly all actives have a fitted effect of over 65% in size
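Rat TrxR1 (90 nM in the dispensed reagent) was pre-reduced with 400 uM NADPH for 5 min at room temperature, then incubated with compound for 15 min. After 400 uM selenite was added, NADPH fluorescence (Ex 340/Em 450 nm) was followed for 8 min.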
An asterisk follows results filed as active; ? = inconclusive; . = no result given; [ ] = dose if it differs, or a comment. Calls follow the shape of the dose curve; as a rule, active = well fitted curve in the direction sought with a large enough effect; inconclusive = small, poorly fitted or top-dose-only effect, or another doubt; inactive = no such curve, though single readings can be large; an effect the other way counts as inactive or inconclusive. Potency is read from the fitted curve at half-maximal effect. An excerpt (hit frequency here may not be typical).

SMILES | Vif-A3F inh | TrxR1 substrate | 12-LOX inh | Vif-APOBEC3G blk | RXFP1 agonist | rTrxR1 inhibitor | RGS4 inh | mIDH1 inhibitor | USP1 inh
Cc1cc(/C=C2\SC(=S)NC2=O)c(C)n1C | -7% | -18% | ? | -19% | -0.4% | 25µM* | -40% | -6% | -19%
Cc1ncn(C23CC4CC(CC(O)(C4)C2)C3)n1 | 5% | 8%[57.1 µM] | 190%[activator][57.4 µM] | 9% | 0.3% | -14% | -1%[11.4 µM] | -2% | 3%
Cc1noc(C)c1Cc1ccc(O)cc1 | 7% | 11%[57.1 µM] | 0% | -3% | 0.0% | 33%[57.1 µM] | 26% | 5% | -5%
Cc1ccc(C)c(NC(=O)C(C)N(c2ccccc2)S(C)(=O)=O)c1 (configuration not stated) | 1% | 7% | -17% | 2% | 4.9% | -14% | -13% | 13% | -22%
CCOC(=O)c1c(C)[nH]c(C)c1S(=O)(=O)Nc1ccc(CN2CCCCC2)cc1 | 5% | -5% | -2% | 2% | 0.7% | 6% | -1% | 8% | -21%
Cc1c(C(=O)N2CCOCC2)c(S(=O)(=O)Nc2ccc(Br)cc2F)c(C)n1C | -4% | -1% | ? | 2% | 0.2% | 14% | -4%[11.4 µM] | 3% | -12%
C[C@@H]1CN([C@H](C)CO)C(=O)CCCn2nncc2CO[C@H]1CN(C)C(=O)c1ccc2ccn(C)c2c1 | -7% | . | -3% | -2% | . | . | . | -5% | 1%
CCOC(=O)c1c(C)n(-c2ccc(F)cc2)c2ccc(O)cc12 | -4% | 7% | . | -6% | -0.3% | 15% | 17% | 1% | -16%
O=C(CN1CCN(CC(=O)Nc2ccc3c(c2)OC2(CCCCC2)O3)CC1)Nc1cccc(F)c1 | -7% | -11% | 3% | -1% | . | -4% | -36% | 3% | -15%
O=C(CN1CCN(c2ccccn2)CC1)Nc1cccc(S(=O)(=O)N2CCCC2)c1 | -17% | -13% | -6% | 1% | 1.3% | -1%[57.1 µM] | 0% | -3% | 12%
CC(=O)Nc1ccc(NC(=O)C2CCN(C(=O)NC3CCCCC3)CC2)cc1 | 3% | -3%[0.0914 µM] | -4% | 0% | -0.1% | 10% | -10% | 6% | -22%
O=C(O)C1C(c2ccccc2)C(C(=O)Oc2ccc(O)cc2)C1c1ccccc1 (configuration not stated) | 0% | -1% | -21% | -3% | -0.9% | 5% | 12% | 3% | -18%
COc1ccc(CC(=O)NNC(=O)c2ccoc2C)cc1OC | -26% | -4% | 15% | -8% | 1.5% | 15% | 27% | 5% | 1%
CC1=NC(C)(C)Cc2c(C)cccc21 | 10% | 0%[57.1 µM] | -3% | 4% | 0.1% | 12%[57.1 µM] | 0% | 9% | -24%
COc1cccc(Nc2nc(-c3cccc(N4C(=O)c5ccccc5C4=O)c3)cs2)c1 | -6% | 8%[57.1 µM] | ? | 0% | 2.5% | 32%[activator][57.1 µM] | -9% | 2% | -12%
CC(C)N(Cc1nc(-c2ccccc2)no1)C(=O)c1ccc(Cl)cc1 | -21% | 8%[57.1 µM] | ? | 2% | 0.2% | 7%[57.1 µM] | -8% | 2% | -12%
CCc1cc(=O)oc2cc(OCC(=O)NCc3ccccn3)ccc12 | -5% | 26% | 16% | 1% | -0.4% | 1% | -3%[11.4 µM] | 0% | -22%
Fc1ccc(COc2ccc(C(=S)N3CCCC3)cc2)cc1 | -29% | 8%[57.1 µM] | ? | 2% | 0.6% | 5%[57.1 µM] | 12% | 18% | -17%
COc1ccc(C2=Nn3c(nc4sc(C(=O)Nc5cccc(C)c5)c(C)c4c3=O)SC2)cc1 | -4% | 2% | -10% | -1% | 0.5% | 12% | -7% | -3% | -4%
Cc1ccc(C(=O)Oc2ccc(Cl)c3cccnc23)cc1[N+](=O)[O-] | -2% | -13% | ? | -14% | 1.8% | -5% | 1% | 4% | -9%
CCN1CCN(c2ccc(S(=O)(=O)N3CCCCC3)cc2NC(=O)Cc2ccc(Cl)c(Cl)c2)CC1 | -19% | -2% | . | -2% | 0.0% | 0% | 7% | -2% | -6%
CCOc1ccc2nc(SCC(=O)c3cccs3)sc2c1 | -6% | 14%[57.1 µM] | ? | -11% | 1.3% | 1%[57.1 µM] | -39% | 6% | -23%
Cc1ccc(-n2c(-c3ccc(Cl)cc3)n[nH]c2=S)cc1 | 9% | -1% | ? | 2% | 15% | -30% | -15% | -2% | 1%
Cc1cccc(NS(=O)(=O)c2cccc(C(=O)N3CCC3)c2)c1 | -5% | -5% | 211%[activator] | -1% | 0.3% | -2% | 9% | 17% | -18%
COc1cc(CN/C(C)=C(\C#N)C(N)=O)cc(OC)c1OC | 0% | 9% | 7% | 2% | 1.0% | 18% | 17% | -1% | 0%

Some of these compounds in order of the 12-LOX inh value, ascending.
Structure | TrxR1 substrate | 12-LOX inh | Vif-APOBEC3G blk | rTrxR1 inhibitor | RGS4 inh | USP1 inh
O=C(CN1CCN(c2ccccn2)CC1)Nc1cccc(S(=O)(=O)N2CCCC2)c1 | -13% | -6% | 1% | -1%[57.1 µM] | 0% | 12%
CC(=O)Nc1ccc(NC(=O)C2CCN(C(=O)NC3CCCCC3)CC2)cc1 | -3%[0.0914 µM] | -4% | 0% | 10% | -10% | -22%
CC1=NC(C)(C)Cc2c(C)cccc21 | 0%[57.1 µM] | -3% | 4% | 12%[57.1 µM] | 0% | -24%

Following part:
SMILES | Vif-A3F inh | TrxR1 substrate | 12-LOX inh | Vif-APOBEC3G blk | RXFP1 agonist | rTrxR1 inhibitor | RGS4 inh | mIDH1 inhibitor | USP1 inh
CC(C(=O)NCCCc1ccccc1)c1ccc([N+](=O)[O-])cc1 (configuration not stated) | -9% | -3%[57.1 µM] | -14% | -2% | 0.4% | 18%[57.1 µM] | 12% | 2% | 8%
CC(=O)c1cccc(NC(=O)N2CCc3ccccc3C2)c1 | -5% | -6% | 15% | 2% | 0.2% | 16% | 8% | 1% | 2%
COc1ccc(C)cc1NC(=O)C(Sc1nnc(Nc2ccccc2F)s1)c1ccccc1 (configuration not stated) | 5% | -7% | 1% | 4% | -0.7% | -3% | 6% | -3% | -2%
Fc1cccc(NCc2cn3ccccc3n2)c1 | 10% | -4% | 0% | 1% | -1.3% | -8% | 19% | 0% | -7%
CCOC(=O)c1ccc(NC(=O)C2CCCN(c3ccc(Sc4ccc(C)cc4)nn3)C2)cc1 (configuration not stated) | -4% | -1% | -16% | 0% | 8.7% | 7% | 25% | -2% | -6%
c1cncc(CN=C2Nc3ccccc3CS2)c1 | 3% | 1%[57.1 µM] | -1% | 1% | 0.1% | 4%[57.1 µM] | -3% | 5% | ?
CCOc1ccc(NC(=S)NCC(c2cccnc2)N2CCOCC2)cc1 (configuration not stated) | 0% | -8% | -13% | 0% | 2.9% | -20% | -15%[11.4 µM] | 0% | -28%
O=C(CSc1nnc(CNC(=O)c2cccs2)o1)Nc1ccc(Cl)cc1 | 2% | -3% | ? | 4% | 0.0% | 25% | -18% | -3% | -14%
COc1ccccc1Cn1c(CNS(=O)(=O)c2ccc(CC(C)C)cc2)nc2cccnc21 | 0% | -2%[57.1 µM] | 0% | -2% | 2.9% | 9%[57.1 µM] | -13% | -5% | ?
COC(=O)c1cc(NC(=O)Nc2cc(OC)ccc2OC)cc(C(=O)OC)c1 | -4% | 3% | 0% | -2% | 1.1% | 5% | 12% | 5% | -21%
COc1cc(OC)cc(-c2cc3nc(C)c(CCC(=O)Nc4ccccc4OC)c(C)n3n2)c1 | -7% | 73%[activator] | -20% | -10% | 5.4% | 140%[activator] | 1% | -4% | -29%
CN(C)c1nc(=NCc2cccs2)ss1 | -8% | -18% | 16µM* | -10% | . | -10% | ? | -1% | -8%
CCOc1ccc(NC(=O)C(=O)NCCCn2ccnc2)cc1 | 2% | -6% | 1% | 0% | 0.0% | 13% | 1% | 1% | -21%
N#Cc1c(-c2ccco2)ccn(Cc2ccc(F)cc2)c1=O | -4% | 7% | 4% | -9% | 4.5% | -3% | 8%[56.9 µM] | 2% | 0%
CCOC(=O)CC1=Nc2ccccc2NC(=O)C1 | -2% | 0% | 11% | 2% | -0.3% | -12% | -9% | 4% | -12%
